Source: PubChem
GLD-1 TGE inh: GLD-1/TGE RNA complex disruptors, primary screen, biochemical, fluorescence polarization | Female germline-specific tumor suppressor gld-1 (Caenorhabditis elegans), Q17339 | purified GLD-1 + fluorescein TGE RNA | inhibition, % at 5.96 µM | 320,000 compounds, 0.44% hits;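 active = percent inhibition above a per-plate cutoff, the plate mean of test compounds plus 3 SD, cut at about 30% in these data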;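 also: 0% = DMSO wells with GLD-1 and probe and 100% = wells lacking GLD-1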
MEX-5 binding: MEX-5 zinc finger RNA-binding disruptors – biochemical, C. elegans, fluorescence polarization, MLPCN library, primary screen | Zinc finger protein mex-5 (Caenorhabditis elegans), Q9XUB2 | MEX-5/FITC-TCR2 RNA binding; stronger effect = lower value | activity score (negative = inhibition of binding), % at 10 µM | 300,000 compounds, 0.38% hits;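 active = inhibition past about -25% in most replicates, and total fluorescence under double the plate's negative control median, limit read from the data; inconclusive = replicates evenly split on the limit, or fluorescence at least double controls; inactive = too little inhibition in most replicates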;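 also: 0% = DMSO and -100% = 5 µM competing unlabeled TCR2 RNA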
CIT2-GFP yeast: modulators of CIT2-GFP expression in yeast, primary screen, S. cerevisiae, GFP fusion, multiplex flow cytometry, MLPCN library. AID 2029, 2009. GFP response vs DMSO, % at 10 µM. 320,000 compounds, 0.065% hits. S. cerevisiae CIT2-GFP strain, 3 h; 100 means same as DMSO wells;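 active = GFP response relative to DMSO above a set limit, near the screen mean plus 3 SD, cut at about 150% in these data; inconclusive = Fewer than 70 cells measured for a yeast strain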;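 also: ratio of well median GFP fluorescence to mean of DMSO wells on the plate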
MCL1-BIM inh: inhibitors of MCL1 binding to BIM-BH3, primary screen, biochemical, fluorescence polarization | Induced myeloid leukemia cell differentiation protein Mcl-1 (Homo sapiens), Q07820 | GST-MCL1 / FITC-Bim-BH3 fluorescence polarization | inhibition, % at 10.9 µM | 320,000 compounds, 0.68% hits | AID 2057, 2009;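 active = inhibition above the mean inhibition of all tested compounds plus 3 SD, set per campaign, cut at about 40% in these data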;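 also: 0% = DMSO wells and 100% = unlabeled Bim-BH3 peptide control; higher means more loss of mP so more displacement of Bim peptide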
Fam108B counter: mouse Fam108B serine hydrolase inhibitors, primary screen, counter-screen for RBBP9 inhibitor project, biochemical, fluorescence polarization. AID 1947, 2009. recombinant Fam108B, FP-Rh probe fluorescence polarization. 300,000 compounds, 0.33% hits. inhibition, % at 9.51 µM;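 active = inhibition above the screen mean inhibition plus 3 SD, computed separately per campaign, cut at about 18% in these data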;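 also: inhibitors lower polarization as less probe binds the enzyme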
AGP1 TOR yeast: modulators of AGP1-GFP expression in yeast TOR pathway, primary screen, cell-based, multiplex flow cytometry, S. cerevisiae, MLPCN library | 3 h; GFP as percent of DMSO wells | GFP response vs DMSO, % at 10 µM | 320,000 compounds, 0.02% hits | AID 2066, 2009;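 active = GFP response relative to DMSO above a set limit, near screen average plus 3 SD, cut at about 150% in these data; inconclusive = fewer than 70 cells counted for the yeast strain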;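 also: median GFP channel fluorescence of the gated AGP1 strain per well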
VLA-4 inh: inhibition in human VLA-4 binding assay, primary screen, VLA-4 allosteric modulator project, MLPCN library, flow cytometry, VLA-4 expressing cells; Integrin alpha-4 (Homo sapiens), P13612; ligand binding flow cytometry; inhibition, % (about 7 µM as worked out from the volumes in the protocol); 330,000 compounds, 0.2% hits; in the data active = inhibition above about 50%
Target sequence (P13612 whole entry, looked up): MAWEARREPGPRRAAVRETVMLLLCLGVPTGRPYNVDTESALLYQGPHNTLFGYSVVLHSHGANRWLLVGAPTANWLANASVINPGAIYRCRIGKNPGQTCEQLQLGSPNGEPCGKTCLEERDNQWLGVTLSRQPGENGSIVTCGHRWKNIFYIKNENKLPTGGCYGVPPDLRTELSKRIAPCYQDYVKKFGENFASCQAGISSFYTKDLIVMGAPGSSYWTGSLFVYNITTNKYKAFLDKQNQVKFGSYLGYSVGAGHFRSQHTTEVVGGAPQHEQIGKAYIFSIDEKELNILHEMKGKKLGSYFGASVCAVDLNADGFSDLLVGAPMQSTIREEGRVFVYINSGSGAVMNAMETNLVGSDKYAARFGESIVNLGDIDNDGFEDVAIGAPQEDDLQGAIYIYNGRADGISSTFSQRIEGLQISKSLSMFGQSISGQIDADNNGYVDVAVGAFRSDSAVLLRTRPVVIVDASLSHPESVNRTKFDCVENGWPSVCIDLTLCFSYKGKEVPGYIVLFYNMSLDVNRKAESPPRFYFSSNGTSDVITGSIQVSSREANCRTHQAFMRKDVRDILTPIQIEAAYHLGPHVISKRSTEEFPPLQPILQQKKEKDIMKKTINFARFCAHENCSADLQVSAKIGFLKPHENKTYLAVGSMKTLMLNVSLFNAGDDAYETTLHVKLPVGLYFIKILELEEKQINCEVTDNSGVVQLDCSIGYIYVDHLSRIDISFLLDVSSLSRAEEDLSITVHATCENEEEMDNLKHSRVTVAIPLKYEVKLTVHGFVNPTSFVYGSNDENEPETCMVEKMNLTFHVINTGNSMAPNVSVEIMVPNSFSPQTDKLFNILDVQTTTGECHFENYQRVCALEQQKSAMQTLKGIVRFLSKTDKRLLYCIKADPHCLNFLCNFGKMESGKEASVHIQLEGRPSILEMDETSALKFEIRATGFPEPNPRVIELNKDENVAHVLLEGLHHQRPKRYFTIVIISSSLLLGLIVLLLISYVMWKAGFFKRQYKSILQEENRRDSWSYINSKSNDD
BCLXL inh: inhibitors of human Bcl-xL, primary screen, biochemical, fluorescence polarization, HTS | GST-Bcl-xL / FITC-Bim BH3 peptide fluorescence polarization | inhibition, % at 10.9 µM | AID 2129, 2009 | 320,000 compounds, 0.7% hits;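 active = inhibition above the mean of all tested compounds plus 3 SD, cutoff set per campaign, cut at about 30% in these data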;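 also: 0% = DMSO wells and 100% = unlabeled Bim-BH3 peptide competitor; inhibitors lower millipolarization by displacing the labeled peptide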
GRK2 aptamer HTS: compounds blocking aptamer binding on GRK2 – biochemical, human GRK2, bead flow cytometry, HTS, primary screen; Beta-adrenergic receptor kinase 1 (Homo sapiens), P25098; FAM-aptamer displacement from GRK2; inhibition of aptamer binding, % at 10 µM; 330,000 compounds, 0.59% hits;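 active = inhibition of aptamer binding above 40%, roughly 3 SD of noise, on plates passing a quality check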;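 also: median bead fluorescence of bound FAM aptamer so fluorescent compounds give negative values; no value below 0 was filed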
Numbers without * were called inactive; ? = inconclusive; nt = not tested or not shown.

SMILES | GLD-1 TGE inh | MEX-5 binding | CIT2-GFP yeast | MCL1-BIM inh | Fam108B counter | AGP1 TOR yeast | VLA-4 inh | BCLXL inh | GRK2 aptamer HTS
O=C(CNC(=S)N(Cc1ccccc1F)C1CCCCC1)NCCCN1CCOCC1 | -6 | nt | ? | -2 | 1 | ? | 24 | -3 | 0
CC(C)(C)N1C(=O)[C@H]2[C@@H](c3ccc(Br)cc3)N3C(=O)N(c4ccc(Br)cc4)C(=O)[C@@]3(Cc3ccccc3)[C@H]2C1=O | -2 | -0.1 | 83 | 3 | -10 | 84 | -6 | 3 | 0
O=C(c1ccc(Cn2c(=S)[nH]c3ccc(Br)cc3c2=O)cc1)N1CCN(C2CCCCC2)CC1 | -2 | 1.0 | 97 | -2 | -9 | 103 | -5 | 5 | 0
COc1ccc2nc(-c3cccc(N)c3)[nH]c2c1 | 5 | -3.3 | 95 | 3 | 3 | 101 | -7 | -1 | 0
O=C(CCC(=O)Nc1ccccc1Cl)NN=C1CCCC1 | nt | nt | 91 | nt | nt | 90 | -3 | nt | 0
CCCCCCC(=O)OCC(=O)c1ccc2c(c1)NC(=O)CO2 | -2 | -0.1 | 91 | 5 | -1 | 85 | -1 | 1 | 0
Cc1nn(-c2ccccc2)cc1/C=N/NC(=O)c1cccs1 | 5 | 1.5 | 95 | 0 | -4 | 103 | 9 | 5 | 0
O=C(NNC(=O)c1cncc(Br)c1)c1ccncc1 | -6 | nt | 101 | 8 | nt | 95 | -2 | 9 | 2
COc1cccc(NC(=O)Cn2cc(C#N)c3ccccc32)c1 | -5 | 4.8 | 108 | 7 | -2 | nt | 3 | 6 | 0
O=C(O)c1ccccc1-c1ccccc1C(=O)Nc1cccc2ccccc12 | -10 | -3.6 | 89 | 10 | 1 | 93 | 21 | 1 | 2
COc1ccc(OC)c2[nH]c(=O)c(CCNC(=O)C3CCCCC3)cc12 | -5 | -1.5 | 119 | 1 | 0 | 116 | 24 | 2 | 0
O=C1CC(Nc2ccc(N3CCOCC3)cc2)C(=O)N1c1ccccc1F (centres undefined) | 0 | -2.1 | 82 | 28 | 1 | 94 | 19 | -1 | 2
O=C(c1ccc(CS(=O)Cc2ccc(Cl)cc2)o1)N1CCN(c2cccc(Cl)c2)CC1 (centres undefined) | 3 | 3.4 | 98 | 8 | 2 | 101 | 4 | 10 | 0
CN(CCc1ccccn1)C1CC(=O)N(c2ccc(Cl)cc2)C1=O (centres undefined) | -2 | -4.1 | 100 | 12 | 3 | 98 | 6 | 6 | 0
Cn1c(=O)[nH]c(=O)c2c1nc(N1CCCC1)n2CCO | 8 | 1.8 | 105 | 3 | -1 | 101 | 0 | 5 | 8
COc1cc(-c2nnc(NC(=O)CCS(=O)(=O)c3ccccc3)o2)cc(OC)c1OC | 5 | -0.6 | 102 | 4 | 2 | 108 | -9 | 4 | 8
CC(C)(C)n1nnnc1C(c1cccs1)N1CCN(C(=O)c2ccco2)CC1 (centres undefined) | -3 | 0.8 | 92 | -1 | -6 | nt | 10 | -5 | 2
COC(=O)c1ccc(CSc2nnc3c(n2)[nH]c2ccccc23)cc1 | 6 | -1.7 | 90 | 3 | -2 | 102 | -15 | 6 | 2
CCOC(=O)C(C)Oc1cccc2c(=O)n(CC(=O)N3CCCc4ccccc43)ccc12 (centres undefined) | 4 | 0.1 | 97 | 4 | 2 | 101 | 30 | 6 | 3
COc1ccccc1C(=O)NC(C)c1nc2ccccc2[nH]1 (centres undefined) | 0 | 0.9 | 98 | 10 | 2 | 102 | 0 | 4 | 0
COc1cc(NS(=O)(=O)c2ccc(NS(=O)(=O)c3ccc(C)cc3)cc2)nc(OC)n1 | -6 | 0.6 | 104 | 2 | -4 | 98 | 2 | 7 | 0
Cc1sc(NC(=O)CN(Cc2ccc(F)cc2)C(=O)C(C)C)c(C(N)=O)c1C | 5 | -2.1 | 99 | 7 | -2 | 104 | 11 | 9 | 1
COc1cc2c(C(F)(F)F)c(-c3ccsc3)oc(=O)c2cc1OC | -10 | nt | 89 | nt | nt | 89 | 14 | nt | 13
O=C(Nc1c(Cl)cccc1Cl)c1ccc(-c2ccccc2)cc1 | 3 | -4.7 | 110 | 6 | 2 | 107 | 12 | 1 | 1
CCOC(=O)CNC(=O)c1cccs1 | 4 | 3.2 | 99 | -1 | 2 | 98 | -4 | 4 | 0
(cont.)
SMILES | GLD-1 TGE inh | MEX-5 binding | CIT2-GFP yeast | MCL1-BIM inh | Fam108B counter | AGP1 TOR yeast | VLA-4 inh | BCLXL inh | GRK2 aptamer HTS
COc1nc(N/N=C/c2ccccc2F)nc(N2CCCCC2)n1 | 5 | -2.2 | 97 | -8 | 2 | 98 | 13 | 0 | 0
O=C(Nc1ccncc1)c1ccc(F)cc1 | 3 | 1.4 | 88 | 5 | 5 | 96 | 5 | 3 | 5
CS(=O)(=O)NCc1ccc(C(=O)O)cc1 | 0 | 1.2 | 102 | 4 | -3 | 99 | 8 | 10 | 6
CCc1ccc(/C=N/n2c(COc3ccccc3)n[nH]c2=S)cc1 | -6 | 0.4 | 98 | -18 | 0 | 95 | 7 | -1 | 0
CCOC(=O)N1CCN(C(=O)c2ccc(S(=O)(=O)Nc3ccc(C)cc3)cc2)CC1 | -2 | nt | 112 | nt | nt | 99 | 6 | nt | 0
Cc1cccc(NC(=S)N=Nc2c(O)n(C)c3ccc(S(=O)(=O)N4CCOCC4)cc23)c1 | 0 | -0.3 | 109 | 2 | 2 | 101 | -4 | 6 | 0
CN(CC(=O)Nc1ccc(F)cc1)CC(=O)Nc1ccc(F)c(F)c1F | 6 | 0.3 | 107 | -1 | -1 | 105 | 15 | -2 | 7
CCOC(=O)NC(=O)C(=CNc1cccc(OC)c1)C(=O)NC(=O)OCC | 2 | -0.7 | 101 | 6 | 0 | 97 | 9 | 5 | 1
CC(C)OCCCn1c(=O)c2ccccc2n2c(CCC(=O)N3CCN(c4ccccn4)CC3)nnc12 | -2 | -0.2 | 104 | -1 | -1 | 109 | 1 | 3 | 1
O=C(CSc1nnc(Cc2cc(=O)[nH]c(=O)[nH]2)n1-c1ccccc1)N1CCCc2ccccc21 | 27 | nt | 104 | 13 | -1 | 104 | 7 | 16 | 2
CCCCS(=O)(=O)NC1=NCN(CCO)CN1 | -2 | 2.3 | ? | 2 | 9 | ? | 2 | -1 | 0
Cc1cc(=O)oc2cc(OCC(=O)N3CC(=O)Nc4ccccc43)c(Cl)cc12 | 1 | nt | 91 | 7 | nt | 109 | 4 | 6 | 0
O=C(Nc1ccccc1C(=O)N1CCN(Cc2ccccc2)CC1)c1ccccn1 | -7 | 2.4 | 102 | 3 | -2 | 104 | 7 | 5 | 0
CC(C)[C@@H]1NC(=O)N(c2ccc(Oc3ccccc3)cc2)C1=O | 3 | 1.5 | 110 | 0 | 0 | 109 | 1 | 0 | 1
Cc1cc(C)c2nc(/N=C(\N)NC(=O)c3ccccc3)nc(C)c2c1 | 0 | 0.2 | 96 | -1 | 0 | 99 | 1 | 16 | 0
CC(=O)N1CCN(C(=O)c2ccc(C)c(S(=O)(=O)N3CCCCC3)c2)CC1 | 16 | nt | 98 | nt | nt | 100 | -6 | nt | 1
CCc1nc(NCC(C)C)c(C#N)c2c1COC(C)(C)C2 | 0 | 2.4 | 96 | -3 | 2 | 100 | 1 | -1 | 0
Cc1ccc(CCC(=O)Nc2ncc(Cc3cc(Cl)ccc3Cl)s2)o1 | 6 | 1.9 | 95 | -3 | -3 | 105 | 14 | 3 | 0
O=C(CSC1=NNC(c2ccccn2)S1)Nc1ccccc1 (centres undefined) | 7 | -2.5 | 94 | 18 | 1 | 104 | 28 | 13 | 0
CCOC(=O)c1nc2nc(-c3cccs3)cc(C(F)(F)F)n2n1 | 4 | -1.4 | 99 | 4 | 3 | 93 | 2 | 0 | 0
CCOC(=O)N1C(=O)[C@@](c2ccc(Cl)cc2)(C(C)C)N1C(=O)OCC | -7 | 1.2 | 64 | 6 | -3 | 82 | 22 | 2 | 0
Cc1coc2c1c(C)cc1oc(=O)c(CC(=O)N[C@@H](CC(C)C)C(=O)O)c(C)c12 | 4 | 0.7 | 114 | 3 | 7 | 113 | 21 | 3 | 0
O=C(Oc1ccc2ccccc2c1Cl)N1CCCCCC1 | 9 | 0.2 | 89 | 10 | 1 | 99 | 10 | 7 | 0
CN(C)c1ccc(C=C2C(=O)OC3(CCCC3)OC2=O)cc1 | -4 | 20 | 86 | -13 | -2 | 97 | -10 | -8 | 0
CCn1c(SCC(=O)N/N=C/c2c[nH]c3ccccc23)nnc1-c1ccc(C)cc1 | 4 | -1.9 | 93 | 1 | 0 | 91 | -1 | -7 | 1

No new results follow: an excerpt of the list.
SMILES | GLD-1 TGE inh | MEX-5 binding | CIT2-GFP yeast | MCL1-BIM inh | Fam108B counter | AGP1 TOR yeast | VLA-4 inh | BCLXL inh | GRK2 aptamer HTS
COc1nc(N/N=C/c2ccccc2F)nc(N2CCCCC2)n1 | 5 | -2.2 | 97 | -8 | 2 | 98 | 13 | 0 | 0
O=C(Nc1ccncc1)c1ccc(F)cc1 | 3 | 1.4 | 88 | 5 | 5 | 96 | 5 | 3 | 5

Random excerpt: two compounds from above.
SMILES | GLD-1 TGE inh | MEX-5 binding | CIT2-GFP yeast | MCL1-BIM inh | Fam108B counter | AGP1 TOR yeast | VLA-4 inh | BCLXL inh | GRK2 aptamer HTS
CCCCS(=O)(=O)NC1=NCN(CCO)CN1 | -2 | 2.3 | ? | 2 | 9 | ? | 2 | -1 | 0
CCOC(=O)N1C(=O)[C@@](c2ccc(Cl)cc2)(C(C)C)N1C(=O)OCC | -7 | 1.2 | 64 | 6 | -3 | 82 | 22 | 2 | 0

Following part
SMILES | GLD-1 TGE inh | MEX-5 binding | CIT2-GFP yeast | MCL1-BIM inh | Fam108B counter | AGP1 TOR yeast | VLA-4 inh | BCLXL inh | GRK2 aptamer HTS
O=C(CN1C(=O)c2cccc3cccc1c23)N1CCN(c2ccccc2)CC1 | -6 | 4.7 | 103 | 0 | 0 | 96 | 10 | 0 | 2
CC(C)(C)c1ccc(-n2ncc3c2CCCC3NC(=O)CN2CCCCC2=O)cc1 (centres undefined) | 3 | 1.2 | 109 | 0 | 0 | 102 | 15 | 7 | 0
CN(C(=O)CCS(=O)(=O)c1cc2c(cc1Cl)NC(=O)CO2)C1CCCCC1 | -3 | 1.6 | 88 | 2 | 5 | 91 | 11 | -1 | 0
Cc1cccc(Cn2c(SCCN3CCOCC3)nc3c2c(=O)n(C)c(=O)n3C)c1 | -7 | 1.0 | 86 | -1 | 2 | 92 | 6 | 0 | 5
CN(CCOc1ccc(Br)cc1)CC(O)COc1ccc(C#N)cc1 (centres undefined) | -2 | -0.5 | 104 | 2 | -2 | 100 | 3 | 3 | 0
COc1cc(CN2CCC(C(=O)NC3CCCC3)CC2)cc(Br)c1O | 1 | -0.7 | 85 | 7 | 4 | 96 | 17 | -6 | 0

The order is random. About 2.2% of those tested had a hit in this group.
